Source: PubChem BioAssay
Bcl-XL Bim block: inhibitors of Bim-Bcl-XL binding, primary screen, biochemical, multiplexed, bead flow cytometry, human Bcl-XL; Bcl-2-like protein 1 (Homo sapiens), Q07817; inhibition, % at 10 µM; 190,000 tested, 0.04% active; Bim peptide-Bcl-XL binding, fluorescence
Target sequence (Q07817 whole entry, looked up): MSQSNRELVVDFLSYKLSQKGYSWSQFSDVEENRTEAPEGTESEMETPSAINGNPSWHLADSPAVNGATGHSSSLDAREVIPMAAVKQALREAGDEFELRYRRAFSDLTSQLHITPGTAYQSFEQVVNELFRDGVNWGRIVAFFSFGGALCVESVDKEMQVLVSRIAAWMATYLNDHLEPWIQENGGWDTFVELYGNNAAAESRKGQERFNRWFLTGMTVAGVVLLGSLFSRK
Bfl-1 Bim block: inhibitors of Bim binding to Bfl-1, primary screen, biochemical, multiplexed, bead-based flow cytometry | AID 1008, 2008 | inhibition, % at 10 µM | Bim-Bfl-1 binding inhibition | 190,000 tested, 0.12% active;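 note: 0% = wells without compound plus tracer and 100% = blocker peptide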
HRas wt GTP bind: modulators of GTP binding to HRas wildtype, primary screen, biochemical, bead-based flow cytometry, multiplex | GST-Ras wt beads, Bodipy-FL-GTP binding; actives lie on both sides | AID 759, 2007 | GTPase HRas (Homo sapiens), P01112 | GTP binding activity, % at 10 µM | 190,000 tested, 0.14% active;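 active = GTP binding activity at least 20% away from the 100% baseline, either lowered as inhibitor or raised as activator; inconclusive = flagged as likely green fluorescent, judged across all proteins in the well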;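 note: 0% = unlabeled GTP competition control and 100% = no-compound control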
Target sequence (P01112 whole entry, looked up): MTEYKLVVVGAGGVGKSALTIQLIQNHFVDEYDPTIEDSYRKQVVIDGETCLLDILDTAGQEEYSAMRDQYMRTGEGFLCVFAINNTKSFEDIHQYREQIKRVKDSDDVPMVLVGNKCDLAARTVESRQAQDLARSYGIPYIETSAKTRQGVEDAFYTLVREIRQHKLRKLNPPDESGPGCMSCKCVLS
Bcl-B Bim block: inhibitors of Bim-Bcl-B binding, primary screen, biochemical, multiplexed, human Bcl-2 family; Bcl-2-like protein 10 (Homo sapiens), Q9HD36; bead-based flow cytometry, Bim peptide-Bcl-B binding; inhibition, % at 10 µM; 190,000 tested, 0.073% active; AID 951, 2007;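 note: 0% = tracer peptide without compound and 100% = reference inhibitor peptide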
Target sequence (Q9HD36 whole entry, looked up): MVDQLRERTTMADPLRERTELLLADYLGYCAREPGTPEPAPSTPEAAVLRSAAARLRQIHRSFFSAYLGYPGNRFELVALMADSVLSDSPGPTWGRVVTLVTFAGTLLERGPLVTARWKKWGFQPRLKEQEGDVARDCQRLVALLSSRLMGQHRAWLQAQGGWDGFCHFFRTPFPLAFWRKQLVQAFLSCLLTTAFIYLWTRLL
Rac1 mut GTP: GTP binding modulators of activated mutant Rac1, primary screen, biochemical, bead-based flow cytometry, multiplex, fluorescent GTP; Ras-related C3 botulinum toxin substrate 1 (Homo sapiens), P63000; AID 764, 2007; 190,000 tested, 0.11% active; GST-Rac1 activated beads; actives lie on both sides; 100% means binding = to untreated wells; percent activity (GTP binding), % at 10 µM;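 active = GTP binding at least 20 percentage points away from the 100% baseline, in either direction, so actives lie on both sides; inconclusive = Compound likely fluorescent itself, or too few beads counted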
Rab2A wt mod: modulators of GTP binding to Rab2A wildtype, primary screen, biochemical, dog, bead-based flow cytometry, multiplex | Ras-related protein Rab-2A (Canis lupus familiaris), P61105 | GST-Rab2 wt beads, Bodipy-GTP binding | GTP binding activity, % at 10 µM | 190,000 tested, 0.19% active | AID 760, 2007;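 active = GTP binding activity at least 20 points away from 100%, either lowered or raised; inconclusive = signal likely due to the compound's own green fluorescence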;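 note: 0% = beads with excess unlabeled GTP and 100% = no-compound control corrected for plate trend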
Bcl-W Bim block: inhibitors of Bim binding to Bcl-W, primary screen, biochemical, multiplexed, bead-based flow cytometry; Bcl-2-like protein 2 (Homo sapiens), Q92843; Bim peptide-Bcl-W binding; inhibition, % at 10 µM; 190,000 tested, 0.02% active; AID 952, 2007;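 note: 0% = bound tracer without compound and 100% = peptide blocker; higher means less fluorescent Bim peptide bound to Bcl-W beads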
Target sequence (Q92843 whole entry, looked up): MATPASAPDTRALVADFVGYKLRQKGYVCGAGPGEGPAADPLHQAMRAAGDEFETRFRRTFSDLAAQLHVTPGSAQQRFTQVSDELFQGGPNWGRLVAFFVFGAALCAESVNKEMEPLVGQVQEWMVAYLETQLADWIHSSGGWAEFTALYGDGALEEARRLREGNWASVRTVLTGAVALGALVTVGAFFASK
Bim-Bcl-2: inhibitors of Bim-Bcl-2 binding, primary screen, biochemical, multiplexed, human Bcl-2 family | AID 950, 2007 | 190,000 tested, 0.06% active | Bead-based flow cytometry, Bim peptide-Bcl-2 binding | Apoptosis regulator Bcl-2 (Homo sapiens), P10415 | inhibition, % at 10 µM; in the data active = inhibition above about 40%; inconclusive = no clear call, values can overlap the other calls;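 note: 0% = no compound wells with probe peptide and 100% = reference peptide inhibitor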
Rac1 wt modul: wildtype Rac1 GTP binding modulators, primary screen, biochemical, GST-Rac1 beads, flow cytometry, multiplex; GTP binding activity (% of control), % at 10 µM; 190,000 tested, 0.27% active; fluorescent GTP binding; actives lie on both sides; 0 = cold GTP competed, 100 = untreated;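 active = GTP binding activity at least 20 points away from the 100% control level, either lower or higher; inconclusive = compound flagged as likely green fluorescent, judged across all proteins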
Rab7 wt GTP bind: modulators of GTP binding to Rab7, primary screen, biochemical, wildtype, multiplex bead flow cytometry; Rab7 GTPase wild type (dog), Bodipy-FL-GTP binding; GST-Rab7 beads, fluorescent GTP binding; actives lie on both sides; untreated = 100%, excess cold GTP = 0%; GTP binding activity (percent of control), % at 10 µM; 190,000 tested, 0.055% active; AID 758, 2007;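 active = fluorescent GTP binding to Rab7 beads changed by at least 20 points from the 100% baseline, either direction, mostly lower; inconclusive = compound itself probably fluorescent, or too few beads counted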;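 note: median green fluorescence of bound Bodipy-FL-GTP per Rab7 bead population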
Cdc42 wt: modulators of GTP binding to wildtype Cdc42, primary screen, biochemical, multiplex bead flow cytometry, Bodipy-GTP. Cell division control protein 42 homolog (Homo sapiens), P60953. GST-Cdc42 beads; actives lie on both sides. percent activity (GTP binding), % at 10 µM. 190,000 tested, 0.2% active. AID 761, 2007;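 active = percent activity GTP binding at least 20 points away from the 100% baseline, either down as inhibitor or up as activator; inconclusive = compound flagged as likely green fluorescent from well-wide comparison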;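 note: median bead fluorescence of bound Bodipy-FL-GTP at 100 nM; 0% = excess unlabeled GTP control and 100% = no compound control; below 100% means less GTP binding so inhibitor and above means activator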
Target sequence (P60953 whole entry, looked up): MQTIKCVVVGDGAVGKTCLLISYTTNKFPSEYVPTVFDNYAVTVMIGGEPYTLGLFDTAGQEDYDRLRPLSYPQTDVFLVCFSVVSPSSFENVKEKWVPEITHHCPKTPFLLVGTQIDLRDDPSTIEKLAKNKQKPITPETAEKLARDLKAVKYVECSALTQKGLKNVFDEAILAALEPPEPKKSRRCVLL
The depositor's hits bear a star; ? = inconclusive. Cut-off read from the data, not from the text of the source, unless noted: active = inhibition above about 40%.

SMILES	Bcl-XL Bim block	Bfl-1 Bim block	HRas wt GTP bind	Bcl-B Bim block	Rac1 mut GTP	Rab2A wt mod	Bcl-W Bim block	Bim-Bcl-2	Rac1 wt modul	Rab7 wt GTP bind	Cdc42 wt
COC(=O)COc1ccc(S(=O)(=O)Nc2ccc(NC(C)=O)cc2)cc1	0	0	102	4	99	99	-1	-1	100	99	101
CC(C)N(CCc1ccncc1)C(=S)Nc1cccc(Cl)c1	-4	-1	96	-28	98	99	-5	-2	96	99	96
COc1ccc2c(c1)C(=O)N(c1ccccc1OC)C(=O)C2	-6	-9	101	-7	101	101	3	-5	103	102	101
Cc1cc(C)n(C(=O)COc2ccccc2C)n1	-3	-1	102	-3	100	100	-2	-3	109	98	103
Clc1ccccc1Cn1nnc2c(N3CCOCC3)nc(C3CC3)nc21	-4	-1	98	0	95	96	0	-2	96	99	96
COc1ccc(C=O)cc1Cn1c(=O)n(CCC(=O)NCc2ccco2)c(=O)c2sccc21	-2	-5	100	-1	100	100	0	3	103	98	100
O=C(NCCCN1CCOCC1)c1cccs1	-9	-2	101	-1	101	102	-2	-3	104	98	98
CC(C)CNC(=S)NNC(=O)c1ccc(OC(F)F)cc1	-7	-10	99	-19	96	98	-1	-8	97	98	98
CCNc1nc(NC(N)=S)nc(NC(C)(C)C)n1	-1	-2	101	-19	101	100	0	1	105	102	96
CCCn1nnc(NC(=O)c2cccnc2Cl)n1	-7	0	99	-5	100	98	-3	-3	102	93	100
CCc1ccc(NCc2nc(-c3ccccc3)no2)cc1	-3	-2	97	-5	97	96	-1	-4	98	90	93
O=c1ccccn1CCOc1ccccc1Cl	-3	0	98	-3	100	98	-3	-2	101	100	98
COC(=O)c1ccc(CNC(=O)COC(=O)c2cc(Cl)nc(Cl)c2)cc1	0	-4	98	0	94	99	0	1	97	104	94
Nc1ccc(S(=O)C(F)(F)F)cc1 (stereo not given)	-1	-3	102	-1	96	99	-3	-3	98	107	99
O=S(=O)(c1cccc(C(F)(F)F)c1)N1CCC(c2cc(-c3cccc4ccccc34)n[nH]2)CC1	-2	-1	?	-1	?	?	0	-4	?	?	?
COc1cc(CNc2ccc(S(N)(=O)=O)cc2)ccc1OCC(=O)NC1CCCCC1	-3	-6	98	-3	95	100	-2	-5	100	103	97
COc1ccc(N2C(=O)CCC(C(=O)N(C)C3CCCCC3)C2c2ccc(OC)c(OC)c2)cc1 (stereo not given)	-1	-12	98	-9	97	98	0	-11	98	95	100
Cc1occc1C(=O)NC1CCCCCCC1	-3	0	105	-4	99	102	-4	0	103	101	103
COc1ccccc1N1CCN(C(=S)Nc2cccc(C)c2)CC1	-4	-3	92	-4	92	92	-4	0	94	92	91
COc1ccc(-n2c(SCC(=O)Nc3nccs3)nc3c(c2=O)SCC3)cc1	-4	-5	98	-6	98	100	1	-6	102	100	101
Clc1ccc(-c2nnc3n2CCCC3)cc1Cl	0	0	103	0	100	105	0	0	102	101	104
COCCCn1c2nc3ccccc3nc2c2c(=O)n(-c3ccccc3OC)c(C)nc21	-7	-1	102	-9	100	103	-3	-6	103	97	103
Cc1nc2c(c(-c3ccccc3)c1C#N)C(=O)c1ccccc1-2	-2	-1	102	-3	97	100	-1	-3	105	99	105
CCOC(=O)C1(Cc2cccc(OC)c2)CCN(Cc2cccc3c2OCO3)CC1	-6	-7	97	-4	95	96	-3	-3	98	100	96
CC(C)(C)NC(=O)C(c1ccccc1F)N(Cc1ccco1)C(=O)c1csnn1 (stereo not given)	-7	-19	100	-11	101	100	-3	-10	107	101	101
Cc1ccc2oc(=O)c3cnn(CC(=O)Nc4ccccc4N4CCN(C)CC4)c3c2c1	-9	-9	102	-9	98	101	-4	-5	100	93	100
CCn1cc([N+](=O)[O-])c(C(=O)Nc2nc(-c3ccc(C)c(C)c3)c(C)s2)n1	-8	-10	96	-5	93	93	1	-6	97	97	95
Cc1cccc(C)c1NC(=O)CN(C)C(C)C(=O)Nc1ccccc1-c1ccccc1 (stereo not given)	-1	-7	?	-6	?	?	-4	-2	?	?	?
N=c1n(Cc2ccccc2)c2ccccc2n1Cc1ccccc1	-4	0	106	-11	107	105	-2	-2	108	99	107
CN(C)CCCOC(=O)Cc1ccc(Cl)cc1	1	5	100	2	101	101	-1	1	107	101	104
O=C(Nc1cccc(C(=O)O)c1)/C(=C\c1ccc2c(c1)OCO2)NC(=O)c1ccco1	-3	-6	97	-2	98	97	0	-1	100	94	99
C=CCn1c(SCC(=O)c2ccc(OC)cc2)nnc1-c1ccc2c(c1)OCO2	-3	0	100	-5	100	98	-1	-2	104	97	99
CC(C)OC(=O)CSc1nnc(-c2cnccn2)n1-c1ccccc1	-1	-10	108	-3	99	98	1	-1	115	104	106
CC(C)=C1C2CCC1C1C(=O)N(c3nccs3)C(=O)C21 (stereo not given)	0	0	100	-3	99	102	-2	-5	102	102	99
COc1ccc(-n2c(Cn3nc(C(F)(F)F)cc3C)n[nH]c2=S)cc1	-6	-3	100	-7	99	100	-8	-3	102	101	100
Fc1ccc(C(c2nnnn2C2CCCC2)N2CCc3ccccc32)cc1 (stereo not given)	-4	-12	99	-4	99	100	0	-11	101	101	95
COc1cc(C2=NOC(C(=O)Nc3ccc(C(C)=O)cc3)C2)cc(OC)c1OC (stereo not given)	-3	-16	101	-7	101	103	2	-8	105	103	105
Nc1nc(N)c2sc3nc4c(cc3c2n1)CCC4	2	0	?	1	?	?	1	-1	?	?	?
O=C(Nc1cc(C(F)(F)F)ccc1N1CCOCC1)c1ccco1	-4	-10	104	-10	101	103	-4	-11	104	101	104
Nc1c(C(=O)NCC2CCCO2)sc2nc3c(c(-c4ccco4)c12)CC/C3=C\c1ccco1 (stereo not given)	37	38	?	52*	?	?	33	65*	?	?	?
COc1cc2cc(C(c3nnnn3C(C)(C)C)N3CCC(C)CC3)c(=O)[nH]c2cc1OC (stereo not given)	-11	0	97	-4	97	96	-1	-3	99	95	100
C/C(=N\NC(=O)c1ccccc1)c1cccc(Br)c1	-1	6	96	2	95	93	-1	0	94	92	93
CC(C)Cn1c(SCC(=O)N2CCc3ccccc3C2)nc2cc(Cl)ccc2c1=O	-5	0	101	-1	99	100	-2	0	104	101	96
Cn1c2ccccc2c(=O)c2c(=O)n(-c3ccccc3)c(C3CCCCC3)nc21	-2	-1	96	-5	96	94	-2	0	97	96	96
Cc1ccc(-n2nnnc2SC(C)C(N)=O)c(C)c1 (stereo not given)	-3	-14	102	-7	96	100	-4	-3	102	103	100
CCCOc1ccccc1C(=O)N(Cc1ccco1)C1CCS(=O)(=O)C1 (stereo not given)	0	-2	101	1	101	97	-1	1	102	98	102
O=C(NCCc1ccccn1)/C(=C/c1ccco1)NC(=O)c1ccccc1	-4	-7	98	-10	92	97	-1	-4	98	102	95
Cc1ccc(S(=O)(=O)N(C)C)cc1NC(=O)CN1CCN(Cc2ccccc2)CC1	0	-5	97	0	97	98	0	-2	99	94	103
Cc1ccc(NC(=O)CN(C)S(=O)(=O)c2cccs2)cc1F	6	2	95	5	94	96	3	5	98	96	95
CCOC(=O)/C(C#N)=c1/s/c(=C2\C=Cc3ccccc3N2CC)c(=O)n1CC	-5	-9	93	-14	86	88	-2	-10	85	88	90

A draw from above in order of length of the SMILES, falling:
SMILES	Bcl-XL Bim block	Bfl-1 Bim block	HRas wt GTP bind	Bcl-B Bim block	Rac1 mut GTP	Rab2A wt mod	Bcl-W Bim block	Bim-Bcl-2	Rac1 wt modul	Rab7 wt GTP bind	Cdc42 wt
Cn1c2ccccc2c(=O)c2c(=O)n(-c3ccccc3)c(C3CCCCC3)nc21	-2	-1	96	-5	96	94	-2	0	97	96	96
Cc1ccc(NC(=O)CN(C)S(=O)(=O)c2cccs2)cc1F	6	2	95	5	94	96	3	5	98	96	95
C/C(=N\NC(=O)c1ccccc1)c1cccc(Br)c1	-1	6	96	2	95	93	-1	0	94	92	93

Next section.
SMILES	Bcl-XL Bim block	Bfl-1 Bim block	HRas wt GTP bind	Bcl-B Bim block	Rac1 mut GTP	Rab2A wt mod	Bcl-W Bim block	Bim-Bcl-2	Rac1 wt modul	Rab7 wt GTP bind	Cdc42 wt
CCOC(=O)C1=C(C)NC(SCC(=O)OC)=C(C#N)C1c1ccc(C(=O)OC)cc1 (stereo not given)	-4	1	?	-1	?	?	-3	0	?	?	?
CCOc1ccc(C(=O)/C=C/Nc2ccc(S(=O)(=O)Nc3onc(C)c3C)cc2)cc1	-3	0	96	-3	94	93	0	2	95	94	94
Cn1c(CSCc2ccccc2)nnc1SCC(=O)Nc1ccc(C(=O)O)cc1	-4	-6	99	0	95	99	0	-5	101	101	99
COC(=O)c1cc(OC)c(OC)cc1NC(=O)c1cc(OC)cc(OC)c1	-4	-8	93	-5	96	94	-5	-6	92	96	97
Cc1coc(NC(=O)CSc2nc(-c3ccc(Cl)cc3)cc(C(F)(F)F)c2C#N)n1	1	-9	98	3	94	97	4	-2	101	100	98
O=C(NCc1ccccc1)Oc1cccc(Cl)c1	7	10	101	11	99	100	8	14	103	99	101
O=C1COc2ccc(C(=O)COC(=O)Cn3cnc4ccccc43)cc2N1	-14	-10	103	-9	101	104	3	-6	110	106	100
N#CCSc1nnc(CNc2ccc(F)cc2)o1	-3	-2	103	0	101	102	-1	-1	108	104	103
CCN=C(Nc1ccc(Cl)cc1)c1cccnc1	0	-1	102	1	100	101	1	1	104	102	105
Oc1c(CN2CCCCC2)cc(COCc2ccccc2)c2cccnc12	0	-12	101	-7	103	101	-1	-8	104	100	104
CCC(=O)NC(=S)Nc1cccc(Cl)c1N1CCCC1	-1	-4	95	0	95	94	-1	0	97	97	94
NS(=O)(=O)c1cccc(NC(=O)COC(=O)c2cc(-c3ccc(Cl)cc3)nc3ccccc23)c1	-4	0	98	-4	99	97	-4	-2	101	100	100
O=C(COc1ccc(/C=N/NC(=O)c2ccc(O)cc2)cc1)Nc1ccc([N+](=O)[O-])cc1	-2	0	97	-4	96	98	-1	0	98	97	99
O=C(NCCCN1CCOCC1)c1ccccc1	1	-6	?	-2	?	?	7	-3	?	?	?
